High-throughput results from PubChem.
Peg3 prom inh: Peg3 promoter activity inhibition. HeLa PEG-Prom luciferase reporter, luminescence, overnight. inhibition, % at 20 µM. 1.7% of 360,000 active;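 active = inhibition of at least 50% at 20 µM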
m5-HT2A agonist: agonists of mouse serotonin 5-HT2A receptor (HTR2A). P35363. CHO-K1 mHTR2A beta-arrestin complementation, luminescence; percent of 30 µM serotonin response. activation, % at 7.6 µM. 0.66% of 360,000 active. AID 624169;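 active = activation above a run cutoff, the mean activation of all tested compounds plus 3 SD, cut at about 14% in these data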;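 note: 0% = plate median of compound wells and 100% = 30 µM serotonin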
Target sequence (P35363 whole entry, looked up): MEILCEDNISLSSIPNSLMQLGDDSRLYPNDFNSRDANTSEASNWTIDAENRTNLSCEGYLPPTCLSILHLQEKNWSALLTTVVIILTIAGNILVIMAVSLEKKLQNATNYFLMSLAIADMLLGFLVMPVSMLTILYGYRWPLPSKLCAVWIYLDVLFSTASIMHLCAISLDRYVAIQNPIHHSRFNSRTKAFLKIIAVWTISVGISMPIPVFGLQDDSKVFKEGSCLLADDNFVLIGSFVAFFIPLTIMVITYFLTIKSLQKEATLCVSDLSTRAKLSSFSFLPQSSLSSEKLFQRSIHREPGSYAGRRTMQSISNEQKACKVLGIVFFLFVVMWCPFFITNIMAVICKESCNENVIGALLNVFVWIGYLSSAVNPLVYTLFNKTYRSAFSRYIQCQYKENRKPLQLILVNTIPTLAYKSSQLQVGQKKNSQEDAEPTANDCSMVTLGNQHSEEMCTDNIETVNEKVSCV
CaV13 FRET inh: Primary screen for inhibitors of IQ motif and Ca2+-dependent inactivation inhibitor domain binding in CACNA1D, Förster resonance energy transfer in living cells, …; inhibition, % at 12.3 µM; HEK cells, CFP/YFP FRET ICDI-IQ, plate reader, 10 min; percent FRET-ratio fall versus neutral wells; 0.098% of 340,000 active;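 active = mean replicate inhibition of at least 30% and at least 1% of replicates passing that level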;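 note: 0% = median of the neutral control wells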
Shn3 inh set2: Schnurri-3 reporter inhibition in Clone20 osteoblasts. Clone20 osteoblast Shn3 3'UTR firefly luciferase, 24 h. inhibition, % at 12.5 µM. 0.52% of 360,000 active;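 active = mean inhibition of at least 75% with every replicate also reaching 75%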;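 note: 0% = median of neutral control wells and 100% = pilot-screen positive control compound; some compounds past the cut are filed as inactive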
iPSC survival up: increases survival of single human iPS cells | hiPSC single-cell survival, ATPlite luminescence; 100% = ROCK inhibitor wells, 0% = DMSO | survival enhancement, % at 20 µM | 0.044% of 360,000 active; in the data active = survival enhancement above about 18%;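 note: cells exposed to compounds for 16 hours before the ATP read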
H9c2 protect: modulators protecting cardiomyocytes from myocardial damage; H9c2 cardiomyocytes, H2O2 injury protection, ATPLite, 2 h; 0.63% of 360,000 active; protection from H2O2 cell death, % at 20 µM;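 active = compounds giving at least 50% protection of heart cells from peroxide-induced death in the single-dose screen, raw or plate-pattern-corrected value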;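 note: 0% = DMSO wells with peroxide and 100% = DMSO wells without peroxide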
TRPM1 prom inh: inhibitors of MITF-driven TRPM1 promoter in melanoma cells. SK-MEL-5 TRPM1 promoter luciferase, 24 h. inhibition, % at 12.5 µM. 0.83% of 330,000 active;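 active = mean inhibition across replicates of 60% or more, whatever share of single replicates reaches that level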; note: values of inactives mirror those of a sister screen read the other way
NR2E3 ag-1: agonists of human nuclear receptor NR2E3 | Q9Y5X4 | GST-NR2E3/biotin-RetCOR TR-FRET, 1536-well | inhibition of corepressor binding, % at 4.78 µM | 0.12% of 320,000 active | AID 2300;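 active = percent inhibition above the cutoff of mean plus 3 SD of all tested compounds, set per screening campaign, cut at about 20% in these data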;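 note: 0% = DMSO wells and 100% = biotin wells as full block of FRET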
Target sequence (Q9Y5X4 whole entry, looked up): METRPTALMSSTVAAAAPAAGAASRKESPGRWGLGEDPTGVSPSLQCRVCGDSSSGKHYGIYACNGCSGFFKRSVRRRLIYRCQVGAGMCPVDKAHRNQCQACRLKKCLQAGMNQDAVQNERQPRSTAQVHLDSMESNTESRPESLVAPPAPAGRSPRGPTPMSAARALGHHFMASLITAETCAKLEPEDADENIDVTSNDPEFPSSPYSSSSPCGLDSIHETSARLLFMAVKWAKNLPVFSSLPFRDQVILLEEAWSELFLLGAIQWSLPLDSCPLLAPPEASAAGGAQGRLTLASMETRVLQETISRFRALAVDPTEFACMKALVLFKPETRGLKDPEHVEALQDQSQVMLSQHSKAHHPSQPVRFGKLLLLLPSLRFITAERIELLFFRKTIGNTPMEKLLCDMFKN
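Assay system: NR2E3–RetCOR corepressor complex. Quantity: 1.35 nM GST-NR2E3. Buffer or medium: pH 7.5 Tris-based buffer. Reagent: biotinylated RetCOR corepressor at 7 nM final. Schedule: 5 h at 4 °C. Detection: TR-FRET, emission read at 617 and 671 nm. Replicates: one well per compound, singlicate testing.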
PDI inh: blocks human protein disulfide isomerase activity; P07237; PDI insulin aggregation turbidity, A650, 90 min; inhibition, % at 10 µM; 0.052% of 350,000 active; AID 588391;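 active = mean inhibition across replicates of 30% or more, whatever share of single replicates reach that level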;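 note: absorbance from insulin aggregation driven by PDI reduction with DTT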
NR2E3 ag-2: activates human NR2E3 receptor; Q9Y5X4; CHO-S Gal4-NCOR/VP16-NR2E3 two-hybrid, luciferase; inhibition of corepressor binding, % at 3.98 µM; 0.35% of 360,000 active; AID 602229;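 active = inhibition above the mean of all tested compounds plus 3 SD, cut at about 70% in these data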;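 note: 0% = DMSO with NR2E3 transfected cells and 100% = cells lacking NR2E3 construct; higher means lower luciferase signal from less NR2E3 corepressor binding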
HIF-2a inh: inhibitors of HIF-2a; 786-0 RCC cells HIF-2a reporter, luciferase luminescence, overnight; inhibition, % at 18.8 µM; AID 624352; 0.72% of 360,000 active;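 active = inhibition of the luminescence signal of 40% or more relative to plate controls, in a single-dose primary screen at 18.75 µM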
The depositor's hits bear a star; · = not tested or not shown.

SMILES	Peg3 prom inh	m5-HT2A agonist	CaV13 FRET inh	Shn3 inh set2	iPSC survival up	H9c2 protect	TRPM1 prom inh	NR2E3 ag-1	PDI inh	NR2E3 ag-2	HIF-2a inh
CCn1cc(SCC(=O)Nc2cc(C)on2)c2ccccc21	-6	-3	-9	-9	3.4	-3	-3	0	·	24	9
COc1ccc(OC)c(CNC(=O)C2CCCN(C(=O)N(C)C)C2)c1 (configuration not stated)	3	-1	·	-1	3.0	1	11	2	-14	12	9
Nc1nc(CN2CCCCCC2)nc(Nc2ccccc2)n1	11	-5	-4	9	-1.4	5	4	5	-7	-30	-4
NS(=O)(=O)c1ccc2nc(NC(=O)CS(=O)(=O)c3ccc(F)cc3)sc2c1	-7	-2	-4	8	0.6	2	8	0	-3	14	3
COc1cccc(CNS(=O)(=O)c2c(C)[nH]c(C)c2C(=O)N2CCCC2)c1	10	0	-3	2	0.7	2	-12	4	-2	18	7
O=S(=O)(c1ccc2nc(N3CCN(c4ccccc4)CC3)ccc2c1)N1CCCCC1	31	5	-7	-46	-0.4	-4	18	0	2	10	4
O=C1C=C(c2cccs2)C[C@H](c2ccccc2)[C@H]1n1nnc([N+](=O)[O-])n1	2	7	-5	22	-1.2	-4	7	2	-4	45	30
Cc1ccccc1NC(=O)N1CCCC1C(=O)NCc1cccs1 (configuration not stated)	14	-2	·	-17	-0.3	18	-7	3	-1	-6	10
Nc1cccc(-c2cn(-c3cc4cc(C#CC5(O)CCCCC5)ccc4oc3=O)nn2)c1	3	11	-10	-15	0.0	37	8	2	-11	-14	4
CN1CCN(C(=O)c2ccc(N(Cc3ccccc3Cl)S(C)(=O)=O)cc2)CC1	5	-3	-6	-21	2.5	4	-7	0	6	-17	5
COCC(C)NCc1ccccc1C (configuration not stated)	5	5	·	11	0.8	13	-4	-2	-1	-43	0
COc1cccc(-c2cnc(C(O)c3ccc(C(C)(C)C)cc3)[nH]2)c1 (configuration not stated)	12	1	·	-7	-3.4	-17	·	·	1	-43	-19
CCc1ccccc1OCC(=O)N(CC)CC(=O)NCc1ccc(F)cc1	19	3	-4	17	-1.1	2	14	4	7	-11	26
CS(=O)(=O)c1cnc(-c2cccnc2)nc1N	-3	0	-4	19	0.2	8	-2	3	11	0	-11
CC12CCC(C(=O)Nc3cccc(NC(=O)C45CCC(C)(C(=O)O4)C5(C)C)n3)(OC1=O)C2(C)C	5	-5	·	3	4.6	9	-4	-4	0	-8	20
O=C(NCc1cccnc1)c1ccc(COc2ccc(Cl)cc2)cc1	-24	-6	-3	57	4.6	-11	15	0	-4	-46	-78
CC12CCC(=O)N1C(C(=O)OCC(=O)Nc1ccc(C(F)(F)F)cc1)CS2 (configuration not stated)	-3	-5	-6	-4	-0.4	2	-9	2	1	-37	-4
O=C1OC(NCc2cccnc2)(c2ccc(Cl)cc2)c2ccccc21 (configuration not stated)	10	0	-1	-36	0.4	6	0	2	4	-28	13
N#Cc1c(-c2ccccc2)ccn(Cc2cccc(Cl)c2)c1=O	-13	-6	-3	20	-3.0	-16	1	4	-1	-28	-6
O=C1Cc2c(-c3ccccc3)cc(-c3cccc(Cl)c3)nc2-c2ccccc2N1	32	3	-6	39	0.5	-4	45	·	-12	7	20
COc1ccc(C2CCCN2C(=O)Nc2ccc(F)cc2)cc1OC (configuration not stated)	-14	10	-7	4	0.1	-9	3	4	-2	1	-16
CN(C)c1ccc(CNC2CC(C)(C)NC(C)(C)C2)cc1	0	-4	-7	12	0.5	-1	-6	-4	11	6	9
Cc1ccc(NC(=O)C(C)[n+]2ccccc2)cc1[N+](=O)[O-] (configuration not stated)	0	-3	-2	-26	6.5	14	-6	-1	4	-6	11
COc1ccc(Cn2c(-c3ccco3)nc3c(c(=O)c4ccccc4n3C)c2=O)cc1	15	-4	-3	36	0.1	34	7	0	15	0	6
Cc1ccc(OCC(=O)NNC(=O)c2cccnc2)cc1	-6	10	-5	-16	0.5	8	2	1	-6	0	11
CS(=O)(=O)c1ccc(Cl)c(NC(=O)CNC(=O)c2ccc3c(c2)OCO3)c1	10	0	-11	-12	7.7	-2	1	·	-2	20	11
CCCCC(c1nnnn1C1CCCC1)N1CCN(C2CCCCC2)CC1 (configuration not stated)	5	4	-1	5	-0.7	1	-12	3	2	11	7
CCc1ccc(-c2cc3c(=O)n(CC(=O)NCc4ccccc4F)ncn3n2)cc1	-51	5	-2	-36	-0.3	0	-32	1	2	-26	-23
C#CCOCCOCCOCCNc1nc(N2CCN(C(=O)[C@H](CCC(=O)O)n3cc(C(N)Cc4ccc(O)cc4)nn3)CC2)nc(N2CCN(C(=O)[C@H](Cc3cc4ccccc4[nH]3)n3cc(C(N)[C@H](C)CC)nn3)CC2)n1 (some centres not stated)	-14	1	·	75	-1.1	9	-1	-5	15	-26	7
O=C(NC(c1ccccc1)c1cnccn1)C1CCN(Cc2ccc(Cl)c(Cl)c2)CC1 (configuration not stated)	1	-2	-10	25	-1.0	-2	·	·	-3	-1	5

Ordered by molar mass (largest number first): 4 of the compounds above.
SMILES	Peg3 prom inh	m5-HT2A agonist	CaV13 FRET inh	Shn3 inh set2	iPSC survival up	H9c2 protect	TRPM1 prom inh	NR2E3 ag-1	PDI inh	NR2E3 ag-2	HIF-2a inh
O=C(NC(c1ccccc1)c1cnccn1)C1CCN(Cc2ccc(Cl)c(Cl)c2)CC1 (configuration not stated)	1	-2	-10	25	-1.0	-2	·	·	-3	-1	5
O=C(NCc1cccnc1)c1ccc(COc2ccc(Cl)cc2)cc1	-24	-6	-3	57	4.6	-11	15	0	-4	-46	-78
COc1ccc(C2CCCN2C(=O)Nc2ccc(F)cc2)cc1OC (configuration not stated)	-14	10	-7	4	0.1	-9	3	4	-2	1	-16
N#Cc1c(-c2ccccc2)ccn(Cc2cccc(Cl)c2)c1=O	-13	-6	-3	20	-3.0	-16	1	4	-1	-28	-6

(cont.)
SMILES	Peg3 prom inh	m5-HT2A agonist	CaV13 FRET inh	Shn3 inh set2	iPSC survival up	H9c2 protect	TRPM1 prom inh	NR2E3 ag-1	PDI inh	NR2E3 ag-2	HIF-2a inh
C(=C\c1ccccc1)/CN1CCN(C(c2ccccc2)c2nnnn2Cc2ccccc2)CC1 (configuration not stated)	17	-3	-4	-8	0.3	2	·	·	·	0	-10
C=CCn1c(C)cc(C(=O)COC(=O)/C=C/c2c(C)nn(C3CCS(=O)(=O)C3)c2Cl)c1C (configuration not stated)	-27	-4	-3	1	0.6	9	0	-6	7	-19	-37
O=C(NCc1ccco1)c1cc(-c2ccncc2)nc2ccccc12	18	-4	-9	1	-0.6	-1	-3	1	-2	-1	11
CC1(C)N=C(N)NC(Nc2ccc(Cl)cc2)=N1	12	-2	-6	34	3.4	1	5	·	0	2	4
CS(=O)(=O)c1ccc(Cl)c(NC(=O)Cc2ccccc2F)c1	12	1	-2	11	-0.5	13	8	2	0	4	7
COc1cc(C(=O)Sc2ccc(Cl)cc2)cc(OC)c1OC	2	-5	0	-7	-2.6	5	-7	1	-15	0	18
Cc1cccc(N=C2NC(=O)CS2)c1C	6	1	-10	17	-2.1	3	-7	4	-2	-13	17
CC(=O)Nc1ccc(/C(C)=N/Nc2nc(N3CCOCC3)nc(N3CCOCC3)n2)cc1	10	-1	-3	4	-0.3	22	12	3	3	2	-20
COc1ccc(NC(=O)COc2ccccc2Cl)cc1S(=O)(=O)N1CCCCC1	13	-1	-5	12	-0.4	-6	9	·	-8	21	-8
CN(N=Nc1cccc([N+](=O)[O-])c1)c1ccccc1	-337	2	-3	-8	-0.3	-6	-32	-1	2	-42	-402
O=Cc1ccc(C(=O)O)cc1	0	-1	·	2	-1.6	4	6	-1	·	-6	1
O=C(N/N=C/c1cccs1)c1ccc2nc[nH]c2c1	-48	0	-10	45	-0.5	-8	-4	0	7	-20	-74
CCc1ccc[n+](-c2[nH]c(=O)sc2/C=N/N=C(\[O-])c2cccnc2)c1	4	1	-16	13	0.4	1	2	-1	6	-28	0
Cc1cccnc1NC(=O)CSc1nnc(Cc2ccccc2)o1	3	2	-7	21	-2.0	0	4	-1	4	0	-10
O=C(NC1CCCCC1)C(c1ccccc1)N(Cc1ccc2c(c1)OCO2)C(=O)c1cnsn1 (configuration not stated)	22	-4	-4	6	-0.9	14	-1	2	-2	-28	19
O=C(CC1CCCCC1)Nc1ccc(-c2ccc3nncn3n2)cc1	11	2	-3	11	0.4	8	6	2	1	-18	9
COc1cc(C(C(=O)NC2CCCC2)N(CCO)C(=O)Cn2nnc(-c3ccc(C)o3)n2)ccc1O (configuration not stated)	8	-2	-4	6	0.3	0	6	0	5	-32	11
COc1ccccc1/C=C/C(=O)OCC(=O)Nc1c(F)cccc1F	-17	-3	-12	-5	-0.7	-3	-5	-1	-10	-39	-7
ClN=C1C=CC=CC1=NCl	5	0	·	8	-0.4	21	·	·	·	5	-34
COc1ccccc1C(=O)N/C(=C/c1ccccc1)C(=O)NC(CCSC)C(=O)O (configuration not stated)	12	3	-7	-57	-0.2	-2	13	4	-1	-2	8
CCOC(=O)C1C(c2ccc(OC)cc2)N(C)OC1(O)C(F)(F)F (configuration not stated)	7	2	-6	3	0.4	-4	-20	-2	0	6	11
O=C(Nc1cccc(O)c1)c1ccccc1[N+](=O)[O-]	20	1	11	6	0.0	9	-10	0	5	-40	7
CCC(C(=O)N1CCN(c2cccc(Cl)c2)CC1)c1ccccc1 (configuration not stated)	31	-1	·	5	0.1	9	-2	-5	7	-18	17
Cc1nn(-c2ccccc2)c(Cl)c1/C=N/Nc1nncc(=O)[nH]1	-16	-3	3	1	0.4	-6	-7	0	-5	5	-49
COc1ccc(C2=CSC3=NCCN23)cc1	2	6	-2	1	-0.2	0	-15	3	-4	13	10
O=C(Nc1ccc(F)cc1)c1cccc(C(=O)Nc2ccc(F)cc2)c1	5	3	-19	47	1.7	0	-3	1	0	-9	24
COc1ccc(CNC(=O)c2c(O)c3ccccc3n(C)c2=O)cc1	-17	4	-4	-6	-0.5	1	-1	-1	-8	-12	-9
C/C(CC(=O)Nc1ccc(C)c(Cl)c1)=N\NC(=O)c1ccncc1	2	-3	-5	-10	2.5	4	-1	·	-2	4	3
COc1cccc(Cn2cnc3c(NS(=O)(=O)c4ccc(Cl)cc4)c(C)c(C)cc32)c1	26	5	·	16	6.0	0	7	3	3	3	13
O=C(O)CCCC(=O)Nc1ccc(Cl)cc1	-5	3	-7	5	-1.6	1	-9	-1	3	16	-5
CCC(CCC(=O)Nc1cccc(C(=O)O)c1)C(=O)O (configuration not stated)	9	-2	·	5	-1.6	4	-4	1	-9	6	14
O=C(C[n+]1cc(-c2ccc(F)cc2)n2c1CCC2)Nc1nc(-c2ccc(F)cc2)cs1	-24	-1	-19	4	-2.0	-2	14	2	20	-9	-14
O=C(Nc1cccc2cccnc12)C1CCCC1	-17	8	-2	-6	-0.5	1	-3	1	-8	-15	-15
